Assay outcomes as filed in PubChem BioAssay.
BLM helicase inh: blocks DNA unwinding by human BLM helicase; P54132; recombinant BLM DNA unwinding, fluorescence dequenching; Potency, µM (highest dose often 56.1 µM), for inactives: top-dose activity change, negative = inhibition, most hits filed as inhibitors; 350,000 compounds, 0.2% hits; AID 2528;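 further: potency means the concentration at half of the fitted maximal effect; plate controls were vehicle for no effect and no enzyme for full effect; nearly all actives have a fitted effect of over 35% in size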
PGK inhibitor: T. brucei PGK inhibition. PGK/GAPDH coupled, Kinase-Glo luminescence, 60 min. 380,000 compounds, 0.043% hits. AID 602233. Potency, µM (series often up to 57.5 µM), for the others: at the highest dose activity change, negative = inhibition, usual class: inhibitors. P07378; further: potency means the concentration at half of the fitted maximal effect; on the % scale 0 is the no-effect control and ±100 the full control effect; nearly all actives have a fitted effect of over 60% in size
Target sequence (P07378 whole entry, looked up): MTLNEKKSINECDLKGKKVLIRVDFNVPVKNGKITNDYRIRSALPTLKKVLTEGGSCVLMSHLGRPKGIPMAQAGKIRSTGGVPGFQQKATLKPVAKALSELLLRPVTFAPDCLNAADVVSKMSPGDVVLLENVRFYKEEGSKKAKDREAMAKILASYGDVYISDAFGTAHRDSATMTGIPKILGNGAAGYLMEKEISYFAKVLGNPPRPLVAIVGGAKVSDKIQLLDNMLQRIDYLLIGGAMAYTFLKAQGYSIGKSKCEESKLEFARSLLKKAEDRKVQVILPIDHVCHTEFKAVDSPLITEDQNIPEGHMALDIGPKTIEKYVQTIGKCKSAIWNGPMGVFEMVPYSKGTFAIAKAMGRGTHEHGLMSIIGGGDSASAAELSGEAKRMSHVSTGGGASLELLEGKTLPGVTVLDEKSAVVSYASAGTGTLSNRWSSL
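Luminescent ATP detection (Kinase-Glo Plus) follows a 60-minute room-temperature incubation, with wells lacking PGK as controls. Buffer: 100 mM TEA (pH 7.6), 5 mM MgCl2, 0.01% Tween-20. Coupling enzyme GAPDH (100 nM final) supplies unstable 1,3-BPG in-well.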
RXFP1 antagonist: antagonists of human relaxin receptor RXFP1; Q9HBX9; HEK293-RXFP1, relaxin-stimulated cAMP HTRF, 30 min; hits give low values; activity change, negative = inhibition, % at 57.5 µM; 350,000 compounds, 0.59% hits;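 active means activity change of -60% or lower, but not beyond a set lower limit; inconclusive means change between -60% and -40%, or beyond the set limit; inactive means change above -40%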; further: on the % scale 0 is the no-effect control and ±100 the full control effect
APEX1 inh: blocks human APE1 abasic DNA cleavage; P27695; recombinant APE1, TAMRA/BHQ-2 abasic DNA cleavage fluorescence; Potency, µM (titrated, usually from 65.8 µM), inactives show top-dose activity change, negative = inhibition, most hits filed as inhibitors; 350,000 compounds, 0.35% hits; AID 2517;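 further: potency means the concentration at half of the fitted maximal effect; plate controls were vehicle for no effect and reference inhibitor for full effect; nearly all actives have a fitted effect of over 55% in size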
Target sequence (P27695 whole entry, looked up): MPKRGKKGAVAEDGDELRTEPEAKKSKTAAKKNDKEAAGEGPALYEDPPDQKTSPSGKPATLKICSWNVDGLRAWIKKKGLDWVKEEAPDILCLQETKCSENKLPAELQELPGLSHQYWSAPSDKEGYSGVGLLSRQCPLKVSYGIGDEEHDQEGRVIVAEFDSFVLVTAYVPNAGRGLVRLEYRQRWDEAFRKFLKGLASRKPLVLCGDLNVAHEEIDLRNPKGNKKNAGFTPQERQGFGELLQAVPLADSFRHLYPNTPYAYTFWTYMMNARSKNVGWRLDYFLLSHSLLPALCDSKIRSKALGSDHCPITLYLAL
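APE1 at 0.75 nM final was preincubated with compound 15 min at room temperature, then 50 nM double-stranded THF abasic-site substrate (5'-TAMRA/3'-BHQ-2) was added. Fluorescence (ex 525/em 598 nm) was read kinetically; third-minus-first read gave activity.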
Pol iota inh: DNA polymerase iota (human) inhibition; Pol iota fluorescent replication assay, 10 min; Potency, µM (titrated, usually from 115 µM), for the others: at the top dose activity, negative = inhibition, most hits filed as inhibitors; 390,000 compounds, 1% hits; AID 588590; further: potency means the concentration at half of the fitted maximal effect
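Pol iota at 10 nM preincubated 15 min with compounds at room temperature; reaction started with fluorescent substrate, 50 nM final. Fluorescence read kinetically at 0 and 10 min; buffer-only wells as negative control.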
Anesthetic bind: binds horse apoferritin like a general anesthetic; Potency, µM (top dose mostly 77.5 µM), for the others: top-dose activity change, negative = displacement, most hits filed as inhibitors; P02791; 350,000 compounds, 0.074% hits; apoferritin/1-aminoanthracene competitive binding, fluorescence; further: potency means the concentration at half of the fitted maximal effect; on the % scale 0 is the no-effect control and ±100 the full control effect; nearly all actives have a fitted effect of over 20% in size
Target sequence (P02791 2-175 limits assumed): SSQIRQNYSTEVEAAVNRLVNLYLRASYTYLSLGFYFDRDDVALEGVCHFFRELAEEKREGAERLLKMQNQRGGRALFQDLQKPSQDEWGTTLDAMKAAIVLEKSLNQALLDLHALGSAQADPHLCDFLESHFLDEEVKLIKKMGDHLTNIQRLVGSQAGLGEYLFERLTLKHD
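Apoferritin-based anesthetic binding model; compound displacement of fluorescent 1-AMA measured as endpoint fluorescence after 10 minutes at room temperature, scaled to free-ligand and complex controls.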
Pol beta inh: DNA polymerase beta (human) inhibition; Pol beta primer extension/strand displacement, fluorescence kinetic; Potency, µM (doses to about 114 µM), for the others: at the highest dose activity change, negative = inhibition, hits mostly inhibitors; 340,000 compounds, 1.3% hits; further: potency means the concentration at half of the fitted maximal effect; on the % scale 0 is the no-effect control and ±100 the full control effect
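Reaction started by 50 nM substrate onto compound-treated Pol beta (10 nM, 15 min preincubation, room temperature); plates read at 0 min and 10 min. Normalized concentration-effect data fitted by four-parameter Hill equation.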
POLH inh: DNA polymerase eta (human) inhibition; recombinant Pol eta, fluorescent DNA replication assay; 390,000 compounds, 1.2% hits; Q9Y253; Potency, µM (highest dose often 114 µM), for inactives: at the highest dose activity change, negative = inhibition, hits mostly inhibitors; further: potency means the concentration at half of the fitted maximal effect; on the % scale 0 is the no-effect control and ±100 the full control effect
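Pol eta at 10 nM preincubated with compounds 15 min at room temperature; reaction started with fluorescent substrate (50 nM final) and read kinetically at 0 and 10 min.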
Pol kappa inh: blocks human DNA polymerase kappa activity; Q9UBT6; purified Pol kappa, fluorescent DNA synthesis assay, 10 min; Potency, µM (series often up to 107 µM), for the others: at the highest dose activity, negative = inhibition, actives largely listed as inhibitors; 400,000 compounds, 0.53% hits; further: potency means the concentration at half of the fitted maximal effect; on the % scale 0 is the no-effect control and ±100 the full control effect
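Kinetic fluorescence readout at 0 and 10 min followed reaction start with substrate at 50 nM final. Beforehand, enzyme (10 nM Pol kappa) stood 15 min with compound at room temperature; buffer-only wells were negative controls.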
Active calls of the source: *; i = inactive; u = inconclusive; x = no result given; & = joins results of further samples; [ ] = another dose, or the depositor's remark. Unless noted, the call rests on the fitted dose curve; in most records, active means well fitted curve in the direction sought with a large enough effect; inconclusive means small, poorly fitted or top-dose-only effect, or another doubt; inactive means no such curve, though single readings can be large; an effect the other way counts as inactive or inconclusive. An excerpt. The share of hits here may be higher or lower than overall.

Results follow in this order: BLM helicase inh | PGK inhibitor | RXFP1 antagonist | APEX1 inh | Pol iota inh | Anesthetic bind | Pol beta inh | POLH inh | Pol kappa inh
1: COc1ccccc1OCCCOc1ccc(C)cc1Br
 : -5% | 6% | -12 | 0% | 10% | 44%[activator] | 12% | -23% | 3%
2: Cn1c(CC(=O)Nc2ccc(F)cc2)c(Sc2ccccc2)c2ccccc21
 : 1% | -2% | -9 | -6% | -9% | -6% | 15% | -19% | -11%[60.1 µM]
3: COc1ccc(C2C(C(N)=O)=C(C)Nc3nc(-c4ccccc4OC)nn32)cc1OC (stereo not drawn)
 : 1% | -10% | -9 | -2% | u | -3% | 36% | -8% | 2%
4: Cc1nc2ccccn2c1C(=O)/C=C/c1ccc(F)cc1
 : 1% | -10% | -2 | -3% | 6% | -13% | 10% | 4% | -8%
5: COc1ccc(OC)c(NC(=O)CSc2ccccc2)c1
 : 0% | 4% | 0 | -3% | 22% | -2% | -1% | -15% | -7%
6: O=C(c1cccc(Br)c1)N1CCN(S(=O)(=O)N2CCCCCC2)CC1
 : -1% | 4% | 4 | -5% | 21% | -10% | 1% | -4% | -7%
7: CCCc1cc(=O)oc2cc(C)cc(OC(C)C(=O)NCc3cccnc3)c12 (stereo not drawn)
 : 0% | -3% | -17 | 25% | u | 1% | 39% | -14% | 0%
8: CCOc1ccc(NC(=O)NCC2CCN(Cc3ccc(F)cc3)CC2)cc1
 : -5% | i | -3 | 33% | 3% | -6% | -9% | -9% | 2%
9: CCOC(=O)/C=C/C(=O)Nc1ccc(-c2nnc3n2CCCCC3)cc1
 : 0% | -8% | -1 | 2% | 4% | -15% | 30% | -2% | 0%
10: C=CCN1C(=O)C(CC(=O)O)SC1=Nc1ccc(C)cc1 (stereo not drawn)
 : -3% | -13% | -1 | -2% | 1% | -9% | 92% | -16% | -1%

Rewritten with one line to a screen: 4 of the compounds above
2: Cn1c(CC(=O)Nc2ccc(F)cc2)c(Sc2ccccc2)c2ccccc21
3: COc1ccc(C2C(C(N)=O)=C(C)Nc3nc(-c4ccccc4OC)nn32)cc1OC (stereo not drawn)
4: Cc1nc2ccccn2c1C(=O)/C=C/c1ccc(F)cc1
5: COc1ccc(OC)c(NC(=O)CSc2ccccc2)c1

| compound no. | 2 | 3 | 4 | 5 |
| --- | --- | --- | --- | --- |
| BLM helicase inh | 1% | 1% | 1% | 0% |
| PGK inhibitor | -2% | -10% | -10% | 4% |
| RXFP1 antagonist | -9 | -9 | -2 | 0 |
| APEX1 inh | -6% | -2% | -3% | -3% |
| Pol iota inh | -9% | u | 6% | 22% |
| Anesthetic bind | -6% | -3% | -13% | -2% |
| Pol beta inh | 15% | 36% | 10% | -1% |
| POLH inh | -19% | -8% | 4% | -15% |
| Pol kappa inh | -11%[60.1 µM] | 2% | -8% | -7% |

(further entries)
Results follow in this order: BLM helicase inh | PGK inhibitor | RXFP1 antagonist | APEX1 inh | Pol iota inh | Anesthetic bind | Pol beta inh | POLH inh | Pol kappa inh
11: O=C(Nc1ccc(F)cc1F)c1cc(-c2ccc3c(c2)OCO3)on1
 : 1%&-4% | 8%&-8% | -5&-4 | -1% | 91%&3%[activator] | 1%&-2% | 61% | -2%&-9% | 2%&-11%
12: C#CC(=O)N(c1ccc(OC)cc1OC)C(C(=O)NC1CCCC1)c1cccs1 (stereo not drawn)
 : -8% | -9% | -23 | 1% | u | -8% | u | u | -13%
13: COc1cc(C(=O)OCC(=O)N2CCN(S(=O)(=O)c3ccc(C)cc3C)CC2)c([N+](=O)[O-])cc1OC
 : x | 3% | -7 | x | -8% | x | x | -13% | -2%
14: CCc1cccc(NC(=O)C2CCCN(c3ncnc4c3nc3n4CCCCC3)C2)c1 (stereo not drawn)
 : -8% | 13% | 1 | -12% | 20% | 4% | 9% | -17% | -3%
15: COc1ccc(S(=O)(=O)N2CCN(C(=O)c3c(C)nn(-c4ccccc4)c3C)CC2)cc1
 : x | 1% | -1 | 13% | 36%[activator] | x | x | -20% | 0%
16: O=C(Cc1ccccc1)Nc1ccnn1C1CCN(Cc2nccs2)CC1
 : 0% | -8% | -14 | -1% | -1% | 3% | -15% | -6% | 11%
17: CC(/C=N/Nc1nc(N2CCCCC2)nc(N2CCCCC2)n1)=C\c1ccccc1
 : -2% | -13% | -23 | 3% | -3% | -11% | 3% | 0% | 4%
18: O=C1Nc2ccc(Br)cc2C1=Nc1cccnc1
 : -8% | -6% | 11 | -1% | 46%[activator] | -7% | -7% | -24% | -16%
19: NC(=O)c1cc(S(=O)(=O)N2CC=C(c3ccccc3)CC2)cs1
 : 0% | -8% | -4 | 47% | 5% | -2% | 2% | -19% | 6%
20: Cc1cc(N2CCN(C)CC2)nc(-c2ccccc2O)n1
 : -8% | -2% | -1 | -2% | -3% | -3% | -1% | -18% | -3%

(more compounds)
item | molecule | BLM helicase inh | PGK inhibitor | RXFP1 antagonist | APEX1 inh | Pol iota inh | Anesthetic bind | Pol beta inh | POLH inh | Pol kappa inh
21 | CCC(C(=O)NCCc1ccccc1)n1nc(C)c2sc3ccccc3c2c1=O (stereo not drawn) | -3% | -9% | u | x | 43%[activator] | 1% | u | -11% | -4%
22 | Cc1ccc(C(c2nnnn2CS(=O)(=O)c2ccc(C)cc2)N2CCN(c3ncccn3)CC2)cc1 (stereo not drawn) | -8% | 4% | -2 | 5% | 14% | -10% | 11% | -5% | -13%
23 | O=C(CCC1CCCCC1)Nc1c2c(nn1-c1ccc(F)cc1)CS(=O)(=O)C2 | -5% | i | -10 | -8% | 0%[58.9 µM] | -15% | 25% | -13% | -8%
24 | O=C(CCn1c(=O)c2cccn2c2cccnc21)N1CCN(c2ccc(Cl)cc2)CC1 | -7% | -3% | -15 | x | -11% | -3% | -2% | -17% | -3%
25 | COc1cccc(C(=O)c2ncc(C(F)(F)F)cc2Cl)c1 | -9% | 0% | -5 | -9% | 78%[activator] | -17% | 2% | -17% | 2%
26 | CCN(CC)S(=O)(=O)N1CCC(C(=O)NCCN2CCOCC2)CC1 | -5% | -17% | -3 | 2% | -8% | -13% | 60% | -12% | 10%
27 | Cc1ccc(CCNC(=O)Cn2c(-c3cccs3)cc3ccccc32)cc1 | 0% | i | -10 | x | 21% | 59%[activator] | 26% | -21% | 2%
28 | Clc1cccc(Cl)c1/C=N/Nc1c(Cl)cncc1Cl | -10% | 12% | -21 | -7% | 26% | -13% | 9% | -17% | -13%
29 | Cc1cc(OCCCC(=O)NCCc2nnc3ccccn23)ccc1Cl | x | 5% | 4 | 18% | 21% | x | x | 0% | -5%
30 | Cc1ccc(C(C)(C)NC(=O)C2CCC(=O)N(Cc3ccccc3F)C2)cc1 (stereo not drawn) | -1% | -4% | -1 | -11% | 18% | -10% | 30% | -15% | -7%
31 | CCCc1cc(=O)oc2c3c(c(Cl)cc12)OCN(CCCO)C3 | 0% | x | x | -8% | x | 560%[activator] | -2% | x | x
32 | CCOC(=O)c1sc2ccccc2c1S(=O)(=O)N1CCN(c2cc(C)ccc2C)CC1 | -6% | 3% | -12 | x | 8% | -14% | 36% | -16% | 0%
33 | Cc1cccc(NC(=O)COc2ccccc2C(=O)NC(C)c2ccccc2)c1 (stereo not drawn) | -18% | -12% | -18 | -3% | -13% | -13% | 1% | -27% | -9%
34 | COC(=O)Nc1ccc(S(=O)(=O)N2CCCCCC2)cc1 | 2% | -2% | -5 | 4% | 5% | -7% | 10% | 4% | -15%
35 | C/C(=N\NC(=O)CSc1nc2ccccc2c(=O)n1-c1ccccc1C)c1cccs1 | -3% | 0% | -5 | 2% | 24% | 7% | u | -4% | 1%
36 | Cc1c(C#N)c2ccccc2n1CC(=O)NCc1cccnc1 | 2% | -5% | -6 | -4% | 65%[activator] | 5% | 0% | -9% | 0%
37 | Nc1cc(S(=O)(=O)N2CCOCC2)ccc1Oc1ccc(F)cc1 | -2% | -8% | -3 | 13% | 2% | -3% | 28% | -15% | 3%
38 | O=C1C=C(NCc2ccc(Cl)cc2)CC(c2ccco2)C1 (stereo not drawn) | -8% | 1% | 1 | -5% | u | -11% | u | u | -26%
39 | Cn1cccc1/C=C1\SC(=O)N(CC(=O)Nc2ccc(F)cc2)C1=O | -2% | -3% | -76* | 1% | 79µM* | -12% | -1% | -10% | -11%
40 | COc1ccc(S(=O)(=O)N(C)CC(=O)Nc2ccccc2OC)cc1 | -4% | -4% | 20 | 0% | 11% | -14% | 25% | 0% | -2%
41 | CCOc1ncccc1C(=O)Nc1ccc(S(=O)(=O)Nc2nc(C)cc(C)n2)cc1 | x | -1% | 15 | -7% | 11% | x | x | -11% | -2%
42 | O=C(O)C1CCC1C(=O)Nc1nc(-c2ccc(Cl)s2)cs1 (stereo not drawn) | -3% | -1% | -10 | 3% | 7% | -1% | 14% | 11% | -9%
43 | C/C(N)=C(/C#N)C(=O)CSc1cc(C)c2cc(C)cc(C)c2n1 | -7% | -6% | 10 | -4% | 42%[activator] | -7% | -1% | -19% | 6%
44 | CC(C)CNC(=O)CN1C(=O)NC(Cc2c[nH]c3ccccc23)C1=O (stereo not drawn) | -2% | -4% | 3 | -6% | 4% | -5% | 15% | -27% | -9%
45 | Cc1noc(NC(=O)c2ccc(Cl)cc2)c1Cl | -3% | i | -9 | -3% | 62%[activator] | -7% | 18% | -18% | 1%
46 | CCOC(=O)c1sc2ncn(CC(=O)Nc3cc(Cl)ccc3C)c(=O)c2c1C | -2% | i | x | x | 34%[activator] | -7% | 14% | -15% | 4%
47 | COCCSc1nnc(NC(=O)C2CCCO2)s1 (stereo not drawn) | -5% | 5% | -11 | 1% | -4% | -12% | 26% | -5% | -2%[60.1 µM]
48 | CCOC(=O)c1c(NC(=O)CN2C(=O)c3ccccc3C2=O)sc(Cc2ccc3c(c2)OCO3)c1C | -3% | -9% | 4 | 20% | -1% | 1% | 38% | -9% | 6%
49 | COc1cccc(-c2ccc(C#N)c(OC(=O)c3ccc(Cl)cc3)n2)c1 | -4% | -5% | -8 | 0% | -15% | -15% | -18% | -7% | -1%
